Assay outcomes deposited in PubChem BioAssay by several laboratories.
SUMO HTRF inh: inhibitors of human SUMOylation (UBC9). P63279. HTRF SUMOylation assay, SAE1/SAE2 + UBC9, in vitro. AID 2006. inhibition, % at 35 µM. 290,000 compounds, 0.36% hits; in the data active means inhibition above about 50%, passing the limit was not always enough; further: strong numbers were not always called active
Target sequence (P63279 whole entry, looked up): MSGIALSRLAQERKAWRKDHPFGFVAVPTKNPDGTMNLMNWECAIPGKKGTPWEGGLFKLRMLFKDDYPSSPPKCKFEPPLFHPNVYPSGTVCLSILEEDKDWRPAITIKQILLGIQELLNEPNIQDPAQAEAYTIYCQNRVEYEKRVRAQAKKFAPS
DNA FID counter: counter-screen for HCV NS3 helicase inhibitors: DNA intercalator displacement; inhibition, % at 7.9 µM; DNA fluorescent intercalator displacement, fluorescence; 290,000 compounds, 0.17% hits; in the data active means inhibition above about 37%;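 further: 0% = vehicle and 100% = reference compound; higher means more ethidium bromide displaced from hairpin DNA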
MEKK2wt PB1 HTS: raises or lowers MEK5 binding to wildtype human MEKK2 PB1 domain | Q9Y2U5 | bead flow cytometry, Alexa488-MEK5 binding to MEKK2 WT; actives lie on both sides | binding response (% of control), % at 10 µM | 290,000 compounds, 1.1% hits; in the data active means binding response below about 67% or above about 130%
GalR3 antagonist: blocks the human galanin receptor 3 | 360,000 compounds, 0.44% hits | inhibition, % at 3 µM | HEK293 GalR3-CNG cAMP membrane potential fluorescence; galR3 body fused to GalR1 C-terminus | O60755;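 active means inhibition above the screen-wide average plus 3 SD, cut at about 13% in these data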;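 further: forskolin and galanin both at EC90 stimulate the cells; cAMP rise reported by CNG channel membrane potential dye signal; 0% = forskolin plus galanin with DMSO and 100% = forskolin alone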
Target sequence (O60755 1-299 limits assumed): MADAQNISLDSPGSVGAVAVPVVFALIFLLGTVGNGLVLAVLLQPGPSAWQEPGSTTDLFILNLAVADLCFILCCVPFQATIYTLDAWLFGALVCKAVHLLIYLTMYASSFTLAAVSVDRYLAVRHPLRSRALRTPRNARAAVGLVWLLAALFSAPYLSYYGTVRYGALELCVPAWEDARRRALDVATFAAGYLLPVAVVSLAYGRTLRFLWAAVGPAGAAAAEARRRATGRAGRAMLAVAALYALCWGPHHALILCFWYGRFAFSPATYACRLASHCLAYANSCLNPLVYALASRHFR
CRFBP-R2 block: antagonists of CRF-binding protein/CRF-R2 receptor complex | HEK293 CRF-R2/CRF-BP, CRF-induced calcium fluorescence | inhibition, % at 11.8 µM | 350,000 compounds, 0.59% hits | AID 588475;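 active means inhibition of the ligand-induced calcium signal above about 50% at the single tested concentration, limit read from the data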
MEKK3 PB1 HTS: modulators (inhibitors or enhancers) of MEK5 binding to human MEKK3 PB1 domain; Q99759; bead-based flow cytometry, Alexa488-MEK5 binding to MEKK3; actives lie on both sides; 0 = blocked by unlabeled MEK5, 100 = vehicle; binding response (% of control), % at 10 µM; 290,000 compounds, 1.4% hits; AID 1529;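 active means binding response more than 3 SD above or below the average of its plate-row segment, actives on both sides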;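 further: Alexa488 bead fluorescence after subtracting the streptavidin-only scavenger bead signal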
Target sequence (Q99759 whole entry, looked up, the tested form may be a part): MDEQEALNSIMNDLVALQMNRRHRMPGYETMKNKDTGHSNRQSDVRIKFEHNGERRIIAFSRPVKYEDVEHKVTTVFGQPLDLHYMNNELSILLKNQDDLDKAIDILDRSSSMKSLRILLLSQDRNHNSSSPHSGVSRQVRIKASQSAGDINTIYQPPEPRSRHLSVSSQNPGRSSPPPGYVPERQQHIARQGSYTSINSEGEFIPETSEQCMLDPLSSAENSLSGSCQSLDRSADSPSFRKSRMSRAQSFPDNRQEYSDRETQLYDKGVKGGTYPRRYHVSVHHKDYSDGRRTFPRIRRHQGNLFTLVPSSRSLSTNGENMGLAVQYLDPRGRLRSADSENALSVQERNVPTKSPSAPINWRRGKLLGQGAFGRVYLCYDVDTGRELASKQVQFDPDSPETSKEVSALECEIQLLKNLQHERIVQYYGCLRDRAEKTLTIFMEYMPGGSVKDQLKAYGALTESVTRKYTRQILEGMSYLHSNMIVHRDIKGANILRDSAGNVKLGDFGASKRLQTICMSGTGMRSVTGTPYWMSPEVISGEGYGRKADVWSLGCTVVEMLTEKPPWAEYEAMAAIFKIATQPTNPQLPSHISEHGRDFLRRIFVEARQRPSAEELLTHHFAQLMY
CRFR2-BP ag: agonists of human CRF-binding protein/CRF-R2 receptor complex; HEK293 CRF-R2/CRF-BP, calcium dye fluorescence (FLIPR); percent of saturating CRF peptide response; activation, % at 13.2 µM; 350,000 compounds, 0.46% hits; AID 588473;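 active means activation of at least 50%, plus an integration ratio under a set limit after plate pattern correction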;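 further: plate controls were neutral control wells without compound for no effect and CRF at EC100 for full effect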
NS3 helicase inh: inhibitors of Hepatitis C virus NS3 helicase; NS3 helicase DNA unwinding, Cy5 molecular beacon fluorescence; 290,000 compounds, 0.56% hits; inhibition, % at 10.9 µM;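 active means inhibition above the mean of all tested compounds plus 3 SD, set per campaign, cut at about 35% in these data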;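 further: 0% = DMSO wells and 100% = thioflavine S control wells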
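Compound dosing – single dose, 10.9 µM nominal final, DMSO 0.8% final · System – NS3 helicase fragment of HCV · Buffer or medium – MOPS pH 6.5, MgCl2, DTT, Tween20, BSA · Signal – Cy5 beacon fluorescence read at start and 1 h · Also added – annealed dual-labelled DNA beacon duplex, ATP-started · Schedule – 1 h at 25 °C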
MEKK2mut PB1 HTS: signal of MEK5 binding to mutant human MEKK2 PB1 domain; percent response, % at 10 µM; 290,000 compounds, 0.35% hits; AID 1530; bead flow cytometry, Alexa488-MEK5 binding to MEKK2 mutant; in the data active means percent response above about 24%, passing the limit was not always enough; further: inactives centre near 1; some results filed as inactive read as strong as hits
Active calls of the source: *; / = not tested or not shown; [ ] = remark or other dose.

SMILES	SUMO HTRF inh	DNA FID counter	MEKK2wt PB1 HTS	GalR3 antagonist	CRFBP-R2 block	MEKK3 PB1 HTS	CRFR2-BP ag	NS3 helicase inh	MEKK2mut PB1 HTS
Cc1ccc(NC(=O)CN2C(=O)S/C(=C/c3ccc(-c4cccc(C(=O)O)c4)o3)C2=O)cc1	81*	-10	89	2	2	92	6.0	21	-3
O=C(NCc1ccc(F)cc1)c1cc(-c2ccco2)on1	28	-2	106	-8	-2	107	-3.1	1	6
Cc1cc(C(=O)Nc2cccc3ncccc23)no1	-19	0	121	-3	-2	127*	-0.1	7	6
C#CCn1c(C)cc(C)c(S(=O)(=O)c2ccccc2)c1=O	20	-4	100	-9	5	99	-1.2	4	-1
COC(=O)c1ccc(S(=O)(=O)N2CCC(C(N)=O)CC2)n1C	27	-6	98	-6	-7	99	5.8	-3	-4
COc1ccc(-n2nc(C(=O)NCC(=O)NCC3COc4ccccc4O3)c3ccccc3c2=O)c(OC)c1 (stereo unspecified)	12	-26	107	-5	8	106	-1.8	3	2
COc1ccc(/C=N/NC(=O)c2nc(-c3ccccc3)cc(-c3ccccc3)n2)cc1	27	-14	100	-3	-2	103	2.4	-7	7
CCOC(=O)NC(NCC(O)c1ccccc1)(C(F)(F)F)C(F)(F)F (stereo unspecified)	9	-2	97	-3	18	101	1.0	10	0
S=C(CN1CCCC1=S)NCCc1ccccc1	4	-2	94	-4	-3	97	-0.1	-26	-7
CCC(C)(C)n1nnnc1C(c1ccccc1OC)N1CCN(C(=O)c2ccco2)CC1 (stereo unspecified)	-2	-52	97	-4	-1	98	-1.0	0	2
COc1cc(C(=O)N2CCN(Cc3ccccn3)CC2)cc(OC)c1OC	19	-6	100	-8	5	95	3.1	0	-2
CCOc1cccc(CNCc2ccc(C(=O)O)cc2)c1	8	3	58	-2	-10	50*[inhibitor]	4.0	-1	-17
Cn1c(=O)n(C)c2cc(S(=O)(=O)Nc3ccccc3O)ccc21	16	-8	95	1	-2	95	-0.8	-4	-7
Nc1c(Cl)ncnc1NCC(O)CO (stereo unspecified)	0	-9	101	-8	-3	101	1.4	1	1
Cc1ccc(Nc2nc(N)nc(CSc3nnc(-c4ccncc4)o3)n2)cc1	0	-3	108	-3	-23	110	-1.5	4	5
N[C@@H](CO)c1cn([C@@H](Cc2cc3ccccc3[nH]2)C(=O)N2CCNCC2)nn1	12	/	121	-1	-3	96	-1.5	/	6
Cc1ccc(CNC(=O)Nc2ccc(F)cc2)n1C	-1	-9	101	-11	7	105	0.3	20	6
COc1ccc(CNC(=O)C2(CC3CC(c4ccccc4)=NO3)CCN(C(=O)C3CCCC3)CC2)cc1 (stereo unspecified)	-15	-44	97	-4	-5	101	-1.5	-3	-7
COc1ccccc1CC(=O)NNS(=O)(=O)c1ccc([N+](=O)[O-])cc1	8	10	95	-2	15	98	-1.6	6	-6
O=C(Nc1cccnc1)Nc1ccc(F)c(Cl)c1	46	-2	102	-6	-16	101	3.7	4	-1

3 compounds from above, sorted by the number in MEKK2wt PB1 HTS, descending.
| canonical_smiles | MEKK2wt PB1 HTS |
| --- | --- |
| Nc1c(Cl)ncnc1NCC(O)CO (stereo unspecified) | 101 |
| CCOC(=O)NC(NCC(O)c1ccccc1)(C(F)(F)F)C(F)(F)F (stereo unspecified) | 97 |
| CCOc1cccc(CNCc2ccc(C(=O)O)cc2)c1 | 58 |

The results go on:
SMILES	SUMO HTRF inh	DNA FID counter	MEKK2wt PB1 HTS	GalR3 antagonist	CRFBP-R2 block	MEKK3 PB1 HTS	CRFR2-BP ag	NS3 helicase inh	MEKK2mut PB1 HTS
Cc1ccc(NC2=NC(c3ccc(O)cc3)n3c(nc(C)cc3=O)N2)cc1 (stereo unspecified)	1	-1	95	1	-6	100	1.2	-7	-3
COc1ccc2nc(N(CCN(C)C)C(=O)c3ccc(C(=O)c4ccccc4)cc3)sc2c1	-4	4	146*	-6	-6	108	0.3	-31	24*
COc1ccc(N2CC(C(=O)N/N=C/c3cccs3)CC2=O)cc1 (stereo unspecified)	5	-13	101	-4	-8	102	0.3	5	-1
COc1ccc(/C(C)=N/Nc2cc(C(F)(F)F)ccc2Cl)c(OC)c1	-23	1	92	/	/	72	/	6	-2
CN(C)c1ccc(NC(=O)CSCc2nc3c(nnn3Cc3ccc(F)cc3)c(=O)[nH]2)cc1	9	-16	103	/	14	97	4.1	5	3
CCCc1nc(NCc2ccccc2)c(C#N)c2c1CCCC2	12	-6	98	17*	-27	98	0.4	-11	-2
CN(CCCC(=O)NCc1ccco1)S(=O)(=O)c1ccccc1	-5	-9	92	-3	12	85	-0.4	17	0
O=C(O)CNS(=O)(=O)c1cccc2nsnc12	0	1	102	-4	-6	100	-0.5	2	1
CN(C(=O)c1ccc(OC2CCN(Cc3ccccn3)CC2)cc1)C1CCCCC1	9	-1	102	-2	12	97	-0.3	30	6
Cc1ccc(/C=N/NC(=O)c2ccc3nc[nH]c3c2)s1	7	-5	87	-6	5	86	-0.6	-5	-13
CCC(C)(C(=O)NC1CCCC1)N(C(=O)CNC(C)=O)c1ccc(C)cc1 (stereo unspecified)	3	-20	101	-5	4	104	-2.9	14	5
O=c1nccc(SCc2ccc(Cl)cc2Cl)[nH]1	15	-8	100	-10	-6	100	-0.2	9	6
COc1ccc(OCC(=O)NCCNC(=O)c2ccncc2)cc1	10	-4	99	-6	4	99	0.3	-4	1
COCCN1C(=O)N(c2cccc(C)c2)C(=O)C1CC(=O)Nc1ccc(F)cc1 (stereo unspecified)	-1	2	113	-1	-67	111	-0.2	5	13
COc1ccc(CCNC(=O)CN(C)S(=O)(=O)c2cccs2)cc1OC	14	-12	106	0	-3	106	-0.6	5	3
O=C(NC1(C(F)(F)F)NC(=O)N(c2ccc(F)c(Cl)c2)C1=O)c1ccncc1 (stereo unspecified)	-14	0	99	-1	-12	96	3.1	4	-1
Cc1ccc(-c2nc3cc(NS(=O)(=O)c4ccc(C)cc4)ccc3o2)cc1	11	-7	99	-6	-13	98	0.0	-7	-3
Cc1c(NC(=O)CN2C(=O)NC3(CCCCC3)C2=O)c(=O)n(-c2ccccc2)n1C	6	-5	102	-3	12	104	5.7	2	0
CCn1c(SCC(=O)Nc2cc(C)c(Cl)cc2OC)nnc1-c1ccco1	10	-37	/	-5	24	/	-9.5	-8	/
S=C(NCc1ccc2c(c1)OCO2)NCc1ccco1	-2	1	97	6	1	98	-0.6	-7	-4

Not a retest: entries from further up.
SMILES	SUMO HTRF inh	DNA FID counter	MEKK2wt PB1 HTS	GalR3 antagonist	CRFBP-R2 block	MEKK3 PB1 HTS	CRFR2-BP ag	NS3 helicase inh	MEKK2mut PB1 HTS
Cc1ccc(NC2=NC(c3ccc(O)cc3)n3c(nc(C)cc3=O)N2)cc1 (stereo unspecified)	1	-1	95	1	-6	100	1.2	-7	-3
COc1ccc2nc(N(CCN(C)C)C(=O)c3ccc(C(=O)c4ccccc4)cc3)sc2c1	-4	4	146*	-6	-6	108	0.3	-31	24*

(next part)
SMILES	SUMO HTRF inh	DNA FID counter	MEKK2wt PB1 HTS	GalR3 antagonist	CRFBP-R2 block	MEKK3 PB1 HTS	CRFR2-BP ag	NS3 helicase inh	MEKK2mut PB1 HTS
Cc1c(C(=O)OCC(=O)N2CC(=O)Nc3ccccc32)oc2ccccc12	21	-8	97	-5	-38	101	-2.2	12	-1
Fc1ccc(-c2onc3ccc(C4OCCO4)cc23)cc1	-1	4	100	-8	-9	103	1.1	9	-3
CCCSc1cc(=O)n(-c2ccc(F)cc2)nc1C(=O)OCC	6	-8	83	8	6	90	1.1	-2	-9
COc1ccc(N2CCN(C(CNC(=O)c3ccco3)c3cccnc3)CC2)cc1 (stereo unspecified)	18	-9	104	-2	-2	100	3.3	8	10
CCOc1[nH]n(-c2ccccc2)c(=O)c1C=Nc1ccc(Cl)cc1	6	0	98	-1	-14	98	3.0	7	-1
O=C(Nc1ccccc1C(=O)NCc1ccccc1)c1ccccc1	19	-11	96	-6	-12	92	-0.1	-6	0
O=C(Cc1nnc(NC(=O)c2ccccc2)s1)N/N=C/c1ccc(O)cc1	10	-12	99	-12	-22	101	0.5	4	5
N#Cc1cnc(SCCc2ccccc2)nc1N	-3	-1	109	-1	9	108	9.8	-4	0
COC(=O)CCCC1=CC2=CC(=O)C(C)(OC(=O)c3cccs3)C(=O)C2=CN1C1CCCCC1 (stereo unspecified)	23	/	94	-3	-2	97	-0.3	/	3
CCOC(=O)C1(Cc2cccc(Cl)c2)CCCN(C(=O)CN2C(=O)CSC2=O)C1 (stereo unspecified)	4	-49	104	-4	22	104	1.3	-2	2
Cc1csc2nc3cc(C(N)=O)ccc3c(=O)n12	38	/	88	2	4	110	-0.9	/	3
O=C(C(Sc1ccccc1)c1ccccc1)N1CCN(c2ccccc2F)CC1 (stereo unspecified)	12	-18	100	-9	19	103	-1.6	-9	2
CCCCNC(=O)c1onc(CSc2cccc(OC)c2)c1C(=O)NCCCC	/	/	108	-5	3	100	0.8	/	3
O=C(NC1CCCCC1)C(c1ccc2ncccc2c1)N(Cc1ccco1)C(=O)c1ccc2c(c1)OCCO2 (stereo unspecified)	31	-7	98	1	-24	100	1.1	1	-2
Cc1ccc(S(=O)(=O)N2CCC(C(=O)Nc3nnc(C4CCCC4)s3)CC2)cc1	22	-2	99	7	1	98	-0.1	-1	-2
Cc1ccccc1NC(=O)CN(C)S(=O)(=O)c1ccc(-c2ccc(=O)[nH]n2)s1	4	-33	94	7	-7	101	0.9	13	-2
Cc1ccc(S(=O)(=O)NCCOc2nc(N(C)C)nc(N(C)C)n2)cc1	24	-38	83	4	-4	79	-5.9	-3	-27
CC1(C(=O)NC(=S)NNC(=O)c2ccncc2)CCCCC1	-52	-8	104	1	33	113	81*	1	3
COC(=O)c1ccc2c(=O)n(CCN3CCOCC3)c(SCC(=O)NCc3ccccc3)nc2c1	5	-4	106	-4	-12	103	0.3	-5	4
COc1ccc(CCC(=O)N2CCCC(Nc3ccccc3)C2)cc1OC (stereo unspecified)	19	-22	105	4	-7	102	2.0	6	6
CCCCCC(=O)NNC(=S)NC(=O)c1ccc([N+](=O)[O-])cc1	-12	-5	112	0	-13	121	16	7	1
Cc1c(OC(C)C(=O)NCC(O)c2ccccc2)ccc2c3c(c(=O)oc12)CCCC3 (stereo unspecified)	8	-37	101	-4	-20	101	-1.3	0	-2
Cn1c2ccccc2c2n[nH]c(=S)nc21	-5	0	99	-2	-1	98	-0.2	14	0
CCC(C)(C)NC(=O)C(c1ccc(OC)cc1)N(C(=O)CCC(=O)Nc1cc(C)on1)c1cccc(OC)c1 (stereo unspecified)	-7	-49	101	-6	2	101	-0.1	-14	-1
COc1ccc(-c2nnnn2C)cc1S(=O)(=O)NCCc1ccccc1	-32	-4	98	-3	4	93	-1.9	-5	0
CC1CCCCN1C(=O)Cn1c(=O)n(-c2ccc(F)cc2)c(=O)c2sccc21 (stereo unspecified)	-4	-2	94	-5	17	99	-2.9	13	-4
O=c1cc(Cl)[nH]n(-c2ccccc2)c1=O	6	1	103	-6	26	102	4.0	-5	8
CCn1c(CNc2cccc(Cl)c2)nnc1SCc1ccccc1	-13	-26	90	-7	-49	87	-0.7	-4	-12
CCc1ccc(C(=O)NNC(=O)CCN2CCN(Cc3ccccc3)CC2)cc1	15	10	94	1	4	99	-1.5	4	-12
CC(=O)Nc1c(-c2ccc3ccccc3c2)nc2ccccn12	24	-3	110	-7	-8	109	-4.5	0	10

An excerpt; the hit share may differ from the screen's.
